Screens (PubChem)
PHOSPHO1 inh: blocks human PHOSPHO1 phosphatase activity | recombinant PHOSPHO1, absorbance phosphatase assay | inhibition, % at 13.3 µM | hit rate 1.1% among 290,000; in the data active = inhibition above about 60%
p-CIP stab down: lowers stability of the mouse p/CIP coactivator protein. F442A p/CIP-EGFP cells, EGFP fluorescence, 16 h. decrease of EGFP signal, % at 10 µM. hit rate 0.01% among 290,000;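 active = EGFP signal decrease of at least 30% at 10 µM or well 3 SD below plate mean, unless failing retest; inactive = the rest, including hits failing retest or dose response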; note: some compounds called inactive have numbers as strong as hits; many of its hits are not listed in these tables
Target sequence (Q05BA5 1-1403): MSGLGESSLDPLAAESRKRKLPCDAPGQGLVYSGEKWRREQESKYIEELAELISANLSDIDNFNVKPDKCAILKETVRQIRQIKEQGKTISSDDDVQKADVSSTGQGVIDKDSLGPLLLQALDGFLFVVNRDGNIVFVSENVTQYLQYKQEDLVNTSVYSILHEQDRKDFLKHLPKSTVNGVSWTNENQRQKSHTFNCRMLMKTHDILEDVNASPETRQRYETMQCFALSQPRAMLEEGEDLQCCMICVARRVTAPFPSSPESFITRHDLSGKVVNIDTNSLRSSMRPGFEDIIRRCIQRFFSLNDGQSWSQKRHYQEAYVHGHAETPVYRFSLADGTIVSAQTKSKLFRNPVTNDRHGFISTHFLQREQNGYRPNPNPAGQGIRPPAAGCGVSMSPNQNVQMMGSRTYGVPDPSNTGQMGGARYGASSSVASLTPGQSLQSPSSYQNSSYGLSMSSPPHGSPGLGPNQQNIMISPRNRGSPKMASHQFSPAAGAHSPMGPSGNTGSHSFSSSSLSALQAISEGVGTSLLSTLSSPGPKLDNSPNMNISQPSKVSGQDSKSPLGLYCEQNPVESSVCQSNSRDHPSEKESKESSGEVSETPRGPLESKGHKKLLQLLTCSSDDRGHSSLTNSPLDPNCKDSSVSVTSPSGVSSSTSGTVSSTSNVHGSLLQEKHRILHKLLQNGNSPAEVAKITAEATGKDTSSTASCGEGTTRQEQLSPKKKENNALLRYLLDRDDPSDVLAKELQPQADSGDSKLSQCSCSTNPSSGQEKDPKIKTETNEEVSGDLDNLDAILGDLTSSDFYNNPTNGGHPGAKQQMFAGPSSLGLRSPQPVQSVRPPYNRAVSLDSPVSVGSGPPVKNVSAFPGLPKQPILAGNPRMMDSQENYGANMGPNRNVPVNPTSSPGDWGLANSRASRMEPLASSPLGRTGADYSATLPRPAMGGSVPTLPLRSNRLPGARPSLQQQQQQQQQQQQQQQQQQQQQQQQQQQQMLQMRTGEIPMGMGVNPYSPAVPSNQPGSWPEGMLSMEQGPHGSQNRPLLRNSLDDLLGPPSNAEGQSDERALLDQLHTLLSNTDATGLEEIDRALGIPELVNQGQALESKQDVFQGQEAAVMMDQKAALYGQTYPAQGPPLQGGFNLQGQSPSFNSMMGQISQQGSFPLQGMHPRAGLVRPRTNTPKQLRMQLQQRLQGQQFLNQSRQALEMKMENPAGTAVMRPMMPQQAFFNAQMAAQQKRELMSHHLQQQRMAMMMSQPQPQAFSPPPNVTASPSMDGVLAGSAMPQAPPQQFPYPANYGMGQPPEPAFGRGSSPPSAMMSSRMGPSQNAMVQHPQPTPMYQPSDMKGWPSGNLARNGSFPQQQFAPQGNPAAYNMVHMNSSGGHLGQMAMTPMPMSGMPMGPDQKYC
VIM-2 inh: blocks Pseudomonas aeruginosa VIM-2 metallo-beta-lactamase; inhibition, % at 5.6 µM; purified VIM-2, nitrocefin hydrolysis, epi-absorbance fluorescence; AID 1527; hit rate 0.89% among 290,000;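 active = inhibition above the mean of all tested compounds plus 3 SD, cutoff set per screening run, cut at about 7.5% in these data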;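 note: red hydrolysis product quenches plate fluorescence so inhibitors raise well fluorescence; 0% = enzyme with DMSO and 100% = DMSO without enzyme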
MEKK3 PB1 HTS: modulators (inhibitors or enhancers) of MEK5 binding to human MEKK3 PB1 domain; bead-based flow cytometry, Alexa488-MEK5 binding to MEKK3; actives lie on both sides; 0 = blocked by unlabeled MEK5, 100 = vehicle; binding response (% of control), % at 10 µM; Q99759; hit rate 1.4% among 290,000;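 active = binding response more than 3 SD above or below the average of its plate-row segment, actives on both sides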;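 note: Alexa488 bead fluorescence after subtracting the streptavidin-only scavenger bead signal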
NS3 helicase inh: HCV NS3 helicase inhibition; NS3 helicase DNA unwinding, Cy5 molecular beacon fluorescence; inhibition, % at 10.9 µM; hit rate 0.56% among 290,000;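 active = inhibition above the mean of all tested compounds plus 3 SD, set per campaign, cut at about 35% in these data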;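 note: 0% = DMSO wells and 100% = thioflavine S control wells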
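System: Hepatitis C virus NS3 helicase domain fragment enzyme | Reagent: Annealed dual-labelled DNA beacon duplex, ATP-started | Compound dosing: 10.9 µM single point, 0.8% DMSO | Incubation: 1 h reaction at 25 °C, ATP-initiated | Technique: Cy5 fluorescence | Evaluation: Percent inhibition from t60/t0 fluorescence ratio | Benchmarks: Low DMSO, high thioflavine S at 110 µM | Replication: Singlicate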
UBC9 SUMO inh: SUMOylation inhibition | hit rate 0.36% among 290,000 | HTRF SUMOylation assay, SAE1/SAE2 + UBC9, in vitro | inhibition, % at 35 µM | AID 2006 | P63279; in the data active = inhibition above about 50%, passing the limit was not always enough; note: strong numbers were not always called active
DNA FID counter: fluorescent intercalator displacement, NS3 helicase counter-screen. DNA fluorescent intercalator displacement, fluorescence. inhibition, % at 7.9 µM. hit rate 0.17% among 290,000; in the data active = inhibition above about 37%;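 note: 0% = vehicle and 100% = reference compound; higher means more ethidium bromide displaced from hairpin DNA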
IDE act: activators of human insulin-degrading enzyme in cells; P14735; HEK cells, FAbeta-B cleavage, fluorescence polarization; 0% vehicle, 100% cell-free pure enzyme wells; activation, % at 5.96 µM; hit rate 0.073% among 340,000; AID 493087;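 active = activation above the mean of all tested compounds plus 3 SD, set per screening campaign, cut at about 17% in these data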
IMP-1 inh: blocks Pseudomonas aeruginosa IMP-1 metallo-beta-lactamase; purified IMP-1, nitrocefin hydrolysis, epi-absorbance fluorescence; AID 1556; inhibition, % at 5.6 µM; hit rate 0.45% among 290,000;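 active = inhibition above the mean plus 3 SD of all compounds in the same screening run, cut at about 4.5% in these data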;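 note: 0% = IMP-1 with DMSO and 100% = DMSO wells lacking enzyme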
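Assay system: purified IMP-1; Quantity: IMP-1 0.2 nM before substrate addition; Medium: HEPES buffer pH 7.1 with ZnSO4 and Brij 35; Incubation: 15 min enzyme–compound preincubation, then 25 min nitrocefin reaction, 25 °C; Signal: fluorescence quenching readout, ex 480/em 530 nm; Controls: DMSO with and without IMP-1; Repeats: singlicate testing.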
Active calls of the source: *; . = no result given.

compound,PHOSPHO1 inh,p-CIP stab down,VIM-2 inh,MEKK3 PB1 HTS,NS3 helicase inh,UBC9 SUMO inh,DNA FID counter,IDE act,IMP-1 inh
COc1ccc(OC)c(S(=O)(=O)NCC2CCCO2)c1 (stereo not given),6,-3,-2.0,98,4,21,0,2,-2.4
Cn1cnnc1SCC(=O)NC1CCCN(Cc2ccc(Cl)cc2)C1 (stereo not given),0,-10,1.4,101,-6,12,-2,6,-0.5
CCCc1cc(=O)[nH]c(SCC(=O)Nc2ccc([N+](=O)[O-])cc2C#N)n1,32,-16,-2.1,108,5,-7,-1,4,-1.7
CCOC(=O)c1ccc(NC(=O)CSCc2ccco2)cc1,21,-4,1.7,100,32,-2,-22,2,-0.5
N#Cc1c(-c2ccccc2)c(-c2ccccc2)nn(CC(=O)NNC(=O)Nc2ccc(Cl)c(Cl)c2)c1=O,10,-20,-2.6,100,4,-25,7,4,-4.2
O=C(NCc1cn(-c2ccccc2)nc1-c1ccccc1)c1cc([N+](=O)[O-])cc([N+](=O)[O-])c1,37,-4,-6.0,87,9,9,4,1,-2.7
O=C(O)CCC(=O)N1CCN(c2ccc(C(=O)c3ccc(F)cc3)cc2)CC1,12,1,16*,97,-8,-11,-12,3,-2.1
C=CCSc1nc2[nH]ncc2c(=O)[nH]1,34,9,0.7,100,5,4,-3,2,-1.4
O=C(COc1ccc(Cl)cc1Cl)N1CCN(C(=O)c2ccco2)CC1,40,6,-2.2,100,2,-16,-26,3,-3.7
O=C(Nc1nc2ccccc2s1)C1CC(=O)N(c2ccc(F)cc2)C1 (stereo not given),-36,-10,-3.4,106,-4,13,-8,3,-2.8
O=C(NC1C2CC3CC(C2)CC1C3)c1ccc2c(c1)OCO2 (stereo not given),47,-3,0.9,97,-6,1,-20,3,-0.3
O=C(CSc1nnc(-c2ccccn2)n1Cc1ccco1)c1ccc(Cl)cc1,80*,-14,-0.6,104,7,-1,-17,6,-0.4
O=C(N/N=C/c1ccc(OC(=O)c2cccs2)cc1)c1ccc(F)cc1,-3,1,-2.1,103,-5,27,-6,0,-3.1
CC(=O)N1CCOc2ccc(S(=O)(=O)NCCc3ccccc3)cc21,11,3,-2.4,103,-15,2,-14,4,-1.3
O=C(CSc1nnc(Cc2ccccc2)o1)N1CCc2ccccc21,11,6,-3.4,101,-2,15,-4,-4,-5.0
CN(C)/C=N/S(=O)(=O)c1ccc(Cl)cc1,28,1,-0.3,93,6,7,-1,2,-0.9
O=C(NCCN1CCN(S(=O)(=O)c2ccccc2)CC1)C(=O)Nc1ccc(F)cc1,10,-9,0.3,108,-13,7,-23,3,-0.7
O=C(c1ccccc1)N1CCC2(CC1)NCCc1[nH]cnc12,32,0,-1.2,103,18,14,-2,4,-3.2
COc1ccc(N2CCN(C(=O)CCc3ccccc3OC)CC2)cc1,48,0,-1.1,105,1,4,-29,2,-0.5
Cc1ccc(S(=O)(=O)N2CCC(NC(=O)c3cccc(F)c3)CC2)cc1,9,0,1.4,99,-6,-2,-16,2,-1.7
CC1CCN(CCCNC(=O)c2cc3c(=O)n(C)c4ccccc4c3n2C)CC1,-1,9,21*,101,-4,-19,17,1,-3.2
Cc1nnc(Nc2ccc(C(=O)O)cc2)[nH]c1=O,48,6,-4.8,97,1,-2,-1,3,-3.7
CC(C)(C)NCC(O)c1cc(O)cc(O)c1 (stereo not given),1,2,-0.9,107,-1,13,-1,7,-4.1
Cc1cc(C)cc(NC(=O)CN(c2ccc(F)cc2)S(C)(=O)=O)c1,6,-4,-3.2,100,9,-1,-16,3,7.4*
Cc1c(NC(=O)Cn2cc([N+](=O)[O-])cn2)c(=O)n(-c2ccccc2)n1C,53,-4,1.4,99,2,-6,2,0,0.6

Just IDE act, UBC9 SUMO inh and PHOSPHO1 inh (two entries from above):
SMILES | IDE act | UBC9 SUMO inh | PHOSPHO1 inh
Cc1cc(C)cc(NC(=O)CN(c2ccc(F)cc2)S(C)(=O)=O)c1 | 3 | -1 | 6
CC(C)(C)NCC(O)c1cc(O)cc(O)c1 (stereo not given) | 7 | 13 | 1

Remaining list, next part:
compound,PHOSPHO1 inh,p-CIP stab down,VIM-2 inh,MEKK3 PB1 HTS,NS3 helicase inh,UBC9 SUMO inh,DNA FID counter,IDE act,IMP-1 inh
Cc1ccc2c(c1)C(c1ccccc1)N(C(=O)CC(C)C)CC(=O)N2 (stereo not given),-2,-10,-1.3,104,14,22,-26,-5,-1.1
CCN(CCCNC(=O)C1CCN(S(=O)(=O)CC)CC1)c1ccccc1,-6,-9,-4.9,94,-5,9,-6,-1,-2.5
CCC1CN(C(=O)NCc2ccc(C)cc2)c2cc(C)ccc2O1 (stereo not given),-4,-3,0.0,101,22,-20,-31,1,0.2
O=C(COC(=O)CCc1ccc(S(=O)(=O)N2CCOCC2)cc1)NC1CCCC1,-1,-16,-1.8,101,-9,1,-13,0,-2.7
Cc1n[nH]c(C)c1S(=O)(=O)N1CCCC(C(=O)NCc2cccs2)C1 (stereo not given),-4,-9,0.5,104,-8,10,0,4,-1.0
CCN(CC)S(=O)(=O)c1ccc(OC(C)C)c(N)c1,20,9,-3.5,99,-15,0,-7,-1,-3.3
COc1cccc(C(=O)Nc2ccc(NC(=O)c3ccco3)nc2)c1,-2,4,-3.7,99,-1,29,-10,-7,-3.0
Cc1nn(Cc2ccc(Cl)cc2Cl)c(Cl)c1/C=C/C(=O)OCC(=O)NCC(F)(F)F,8,8,-4.5,103,-2,0,0,1,-4.6
Cc1noc(C)c1CSCC(=O)Nc1nc2ccc(Oc3ccccc3)cc2s1,-5,-4,-0.8,116,-6,-19,-11,2,0.1
CN(Cc1nc(Cc2ccccc2F)no1)CC1(N2CCOCC2)CCCCC1,15,-16,0.5,76,0,-8,2,-6,-0.6
Cc1ccc(C(C)C)c(OCC(=O)Nc2cccc(S(=O)(=O)NC3=NCCCCC3)c2)c1,9,-10,0.4,105,-22,-3,-35,5,0.3
CC(C)C(O)(c1ccccc1)C(CN1CCOCC1)c1ccccc1 (stereo not given),28,-6,-3.3,108,8,-8,-13,1,-1.7
C/C(=N/NC(=O)CNC(=O)C1COc2ccccc2O1)c1ccc2c(c1)OCCO2 (stereo not given),28,-11,-4.2,97,-3,-1,-1,.,-4.8
CCc1c(C)nc2ncnn2c1N1CCCC(C(=O)NCCc2ccc(OC)cc2)C1 (stereo not given),-14,-7,-3.9,107,-4,32,-26,8,-2.3
COC(=O)COc1ccc(-c2nccc(-c3ccccn3)n2)cc1,25,7,-4.3,108,9,2,-27,1,-3.5
O=C(CSc1nccc(=O)[nH]1)c1cc2ccccc2o1,13,-15,-2.5,112,8,9,-1,6,-0.8
COc1ccc(CC2(C)OC(c3ccc(C)cc3)=NN2C(C)=O)cc1 (stereo not given),-7,-13,-1.4,101,-1,-5,-24,7,-0.8
CSc1ccccc1OCc1cc(C(=O)N[C@H]2CCCCNC2=O)no1,33,3,-2.7,99,-2,-5,-28,5,-3.4
CCOC(=O)c1[nH]c2c(c1C)C(=O)CC(c1ccc(N(C)C)cc1)C2 (stereo not given),10,-16,-2.9,93,-9,5,-6,-3,-4.4
Cn1c(=O)c(C(=O)COC(=O)c2cc(C3CC3)nc3ccccc23)c(N)n(Cc2ccccc2)c1=O,11,7,-1.0,101,-8,-29,-10,.,0.3
CCOc1ccc(Nc2nc3cc(S(=O)(=O)N(CC)CC)ccc3o2)cc1,19,-13,0.3,103,-9,-11,-10,-1,-2.5
CC1CCCCN1C(=O)Cn1cc(/C=C2/C(=O)Nc3ccccc32)c2ccccc21 (stereo not given),10,7,-3.7,99,-4,-37,-4,.,-2.5
Cc1nonc1C(=O)N/N=C/c1ccccc1,32,-4,1.9,55,9,9,0,6,0.3
C/C=C\C=C\C(=O)N1CC2(CC(c3cccc(NC(=O)/C(C)=C\C)c3)=NO2)C[C@H]1C(N)=O (stereo not given in full),40,5,.,78,.,-7,.,3,.
CSc1nc(-c2ccccc2)nn1C(=O)c1ccccc1,37,-20,-4.4,.,-3,30,0,3,-2.3
O=C(CSc1ccccn1)N1CCN(c2ccc(Cl)cc2)CC1,30,2,-1.8,100,-2,6,-5,-10,-2.8
O=C(CC1Oc2ccccc2NC1=O)NC1CCCC1 (stereo not given),-9,-5,-1.2,113,15,1,-9,3,-5.6
CCn1c(CNC(=O)c2cc(OC)c(OC)c(OC)c2)cc2ccccc21,15,-20,-2.8,99,-11,10,-17,-3,-2.3
Cc1cc(C)c(S(=O)(=O)c2ccccc2C)c(OCC(C)(C)C)n1,4,-22,-2.1,106,-3,-1,-4,5,-0.5
CN(C)c1ccc(-c2nc3n(n2)C(c2cccnc2)C2=C(CC(C)(C)CC2=O)N3)cc1 (stereo not given),30,-6,-2.1,93,-2,-10,-23,-2,-2.4
Cc1c(C)c2c(C)[nH]nc2oc1=O,30,-6,-0.2,99,-3,-13,5,5,-3.9
O=C(NC(=O)N1CCN(c2ccccc2)CC1)c1ccc(Cl)cc1,5,-2,-1.6,94,-2,20,-5,6,-3.2
CC(=O)c1ccc(NC(=O)CN2CCCC2)cc1,.,-3,-1.5,104,8,1,1,5,-1.9

A portion of the library; count on the stated rates, not on these rows.
